SIRT5 inh: blocks human SIRT5 desuccinylation of peptide; Purified SirT5, succinyl-peptide AMC, trypsin-coupled fluorescence; 330,000 tested, 1.1% active; Q9NXA8; inhibition, % at 15 µM; AID 652115; in the data active = inhibition above about 15%; inconclusive = no clear call, values can overlap the other calls
Target sequence (Q9NXA8 whole entry, looked up): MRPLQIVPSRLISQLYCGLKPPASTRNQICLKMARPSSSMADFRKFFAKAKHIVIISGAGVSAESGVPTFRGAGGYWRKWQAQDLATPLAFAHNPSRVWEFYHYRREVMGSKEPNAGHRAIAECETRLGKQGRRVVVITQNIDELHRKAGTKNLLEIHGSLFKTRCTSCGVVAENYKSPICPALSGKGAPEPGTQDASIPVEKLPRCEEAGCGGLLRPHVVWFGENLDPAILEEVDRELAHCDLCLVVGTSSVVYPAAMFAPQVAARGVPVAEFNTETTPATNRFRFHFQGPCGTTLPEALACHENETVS
PAX8 reporter: inhibitors of PAX8 transcriptional activity in RMG-I cells; 360,000 tested, 1.2% active; AID 652154; inhibition, % at 12.6 µM; RMG-I TPO-luciferase reporter, SteadyGlo, 24 h;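 active = mean replicate inhibition at least 60% with every replicate also reaching 60%; inconclusive = only one of the two criteria is met; inactive = mean below 60% and not all replicates reaching 60%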;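 also: luciferase light reporting Pax8 driven TPO promoter activity; plate controls were median of neutral control wells for no effect and mitoxantrone controls for full effect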
LGR2 inh: inhibitors of bursicon-induced Drosophila LGR2 receptor cAMP signaling | HEK293 LGR2, CRE-luciferase, bursicon-stimulated, 4 h | 380,000 tested, 0.35% active | inhibition, % at 9.99 µM;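 active = drop in luminescence signal, shown as inhibition above about 50% in the replicate tests, limit read from the data, passing the limit was not always enough; inconclusive = probably only some replicates passing the limit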;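 also: agonist challenge used bursicon conditioned medium at about half maximal strength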
EWS-Fli block: EWS/Fli transcriptional activity inhibition | AID 651661 | A673 NR0B1-luciferase reporter, viability-normalised | inhibition, % at 12.6 µM | 350,000 tested, 0.67% active;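 active = mean inhibition of at least 50% after viability correction, with every replicate also passing that limit; inconclusive = mean reaches 50% but only one of two replicates passes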;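 also: firefly luciferase signal divided by Alamar Blue viability fluorescence both relative to DMSO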
DENV2 CPE: inhibitors of DENV2 cytopathic effect; CPE inhibition, % at 9.99 µM; DENV2-infected cells, cytopathic effect rescue, plate reader; 350,000 tested, 1.7% active; in the data active = CPE inhibition above about 20%, passing the limit was not always enough; inconclusive = no clear call, values can overlap the other calls; tested in BHK-21 cells;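 also: 0% = median of neutral control wells and 100% = median of positive control wells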
Casp6 inh: inhibitors of human caspase-6; purified caspase-6, Z-VEID-R110 cleavage fluorescence; P55212; inhibition, % at 12.5 µM; 350,000 tested, 0.53% active; AID 686996;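 active = mean inhibition across replicates at least about 35%, with every replicate also reaching that limit, limit read from the data; inconclusive = only one of the two criteria met; inactive = neither criterion met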;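 also: 0% = median of neutral control wells and 100% = no fluorescence left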
Target sequence (P55212 24-179 limits assumed): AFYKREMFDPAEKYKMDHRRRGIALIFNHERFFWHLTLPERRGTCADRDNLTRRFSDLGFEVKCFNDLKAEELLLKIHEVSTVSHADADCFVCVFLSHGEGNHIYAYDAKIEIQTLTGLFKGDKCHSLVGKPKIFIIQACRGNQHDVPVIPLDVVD
Target sequence (P55212 194-293 limits assumed): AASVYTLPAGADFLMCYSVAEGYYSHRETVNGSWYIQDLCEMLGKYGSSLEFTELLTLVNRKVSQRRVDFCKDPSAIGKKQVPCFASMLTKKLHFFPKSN
ARNT TACC3 PPI: disrupts binding between human ARNT and TACC3. AlphaScreen His-ARNT PAS-B/GST-TACC3 binding, luminescence; TACC3 fragment carries E629A point mutation. 390,000 tested, 0.66% active. Q9Y6A5. inhibition, % at 9.99 µM. AID 623870;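 active = mean inhibition of replicates at least 50% and at least half of replicates each reaching 50%; inconclusive = half or more replicates reach 50% but mean below 50%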;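 also: 0% = complete ARNT plus TACC3 wells and 100% = ARNT alone without TACC3; many hits fall short of the cut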
Numbers without * were called inactive; ? = inconclusive; . = not tested or not shown; & = joins results of further samples.

SMILES	SIRT5 inh	PAX8 reporter	LGR2 inh	EWS-Fli block	DENV2 CPE	Casp6 inh	ARNT TACC3 PPI
Cc1cccc(NC(=O)CN2CCN(C(=O)CNC(=O)Cc3cccc4ccccc34)CC2)c1C	-7	33	6	18	4	-1	-3
O=C(CSc1ncnc2[nH]ncc12)Nc1nc(-c2ccc(F)c(F)c2)cs1	-2	17	?	-2	?	-3	0
CNC[C@@H]1Oc2cc(C#CCOC)ccc2S(=O)(=O)N([C@@H](C)CO)C[C@H]1C	2	-13	2	9	-6	3	2
COc1ccc(N/N=C(/C#N)S(=O)(=O)C(C)(C)C)cc1	0	2	22	-10	-1	-2	-23
C[C@@H]1O[C@@H](Oc2c(-c3ccc(O)c(O)c3)oc3cc(O)cc(O)c3c2=O)[C@H](O)[C@H](O)[C@H]1O	2	-3&-26	-8&12	-7&-2	1&2	19	0&3
CC(=O)c1cccc(NC(=O)c2ccc([N+](=O)[O-])o2)c1	-2	57	.	29	-2	1	-7
C[C@@H]1CN([C@@H](C)CO)C(=O)c2cc(C#CC3(O)CCCC3)cnc2O[C@H]1CN(C)C(=O)Cc1ccccc1	-5	-3	-2	-4	-5	2	0
COc1ccc2c3c([nH]c2c1)[C@@H](CO)N(C(=O)Nc1ccccc1F)CC31CN(C(C)=O)C1	3	.	8	9	-5	4	.
CN(Cc1cnc2nc(N)nc(N)c2n1)c1ccc(C(=O)NC(CCC(=O)O)C(=O)O)c2ccccc12 (stereo unspecified)	0	54	12	44	6	28	24
CC(=O)c1ccc(NC(=S)N(CCCN(C)C)Cc2ccccc2)cc1	0	5	-37	-6	0	-8	-1
O=C(Cn1cnc2ccccc21)N/N=C/c1ccc([N+](=O)[O-])cc1	-4	14	-7	-2	3	2	-1
C[C@@H]1CCCCO[C@H](CN(C)C(=O)CCCN(C)C)[C@H](C)CN([C@H](C)CO)C(=O)c2cc(N(C)C)ccc2O1	.	-3	4	-1	.	.	.
O=C(CSc1nnc(NC(=O)c2cccc(F)c2)s1)NCC1CCCO1 (stereo unspecified)	2	-24	11	.	20	1	-20
CCC(CC)C(=O)N(CCc1ccc(OC)cc1)Cc1nc2ccccc2c(=O)[nH]1	0	.	-4	9	3	2	0
Cc1ccc(S(=O)(=O)N(C)c2c(C)ccc(S(=O)(=O)NC(C)(C)C)c2C)cc1	-2	11	12	-1	9	-1	2
O=C(COC(=O)/C=C/c1cccc(Br)c1)NCCc1ccccc1	0	5	-14	-2	0	2	-1
Cc1ccc(S(=O)(=O)N(C)C[C@H]2OCCCC[C@@H](C)Oc3ccc(N(C)C)cc3C(=O)N([C@H](C)CO)C[C@H]2C)cc1	2	47	8	7	6	-1	.
OC[C@@H]1CN(Cc2ccccc2)C[C@H](n2cnc3c(NC4CCCC4)ncnc32)O1	.	-11	0	-5	-1	-4	.
CC(=O)c1cccc(NC(=O)COC(=O)Cc2ccc(Cl)cc2)c1	-2	-8	-4	2	-7	-1	-5
C[C@@H]1CCCCO[C@@H](CN(C)Cc2ccc3c(c2)OCO3)[C@@H](C)CN([C@H](C)CO)C(=O)c2cc(NC(=O)Nc3cccc4ccccc34)ccc2O1	.	-5	-1	2	-16	.	4
COc1ccc(NC(=O)COC(=O)c2ccco2)c([N+](=O)[O-])c1	-1	-17	1	10	-7	2	.
COc1ccccc1C(=O)NCC(C)(C)CN=C1NS(=O)(=O)c2ccccc21	-10	11	0	-1	-6	1	4
CCN(C[C@H]1N[C@@](C)(C(=O)OC)[C@H]2C(=O)N(Cc3ccccc3)C(=O)[C@@H]12)C(=O)c1ccc(F)cc1	-11	4	9	7	-11	2	-9
O=C(c1cc(COc2ccc(F)cc2Cl)on1)N(Cc1ccncc1)CC1CCCO1 (stereo unspecified)	-12	11	1	3	12	5	-11
O=Cc1ccc(OC(=O)c2cc(Cl)nc3ccccc23)cc1	3	9	7	17	-5	-4	1
COc1ccc(CN2CCC(Cc3ccccc3)CC2)cc1OC	2	5	-6	-5	6	3	2
CCOC(=O)CSc1nnc(NC(=O)CCc2ccccc2)s1	1	23	9	.	4	-4	-2
CCC(=O)N1[C@H](CN(C)C(C)=O)[C@H](c2ccc(C3=CCCCC3)cc2)[C@@H]1CO	8	.	-3	1	-4	0	.
COC(=O)c1cccc(C(=O)N2CCCC(Nc3ccc(C)c(C)c3)C2)c1 (stereo unspecified)	2	15	20	2	0	2	7
COc1cccc(=O)c2c(C)n(CC(=O)c3ccccc3)c(C)c12	3	29	.	-9	1	-3	-4
COc1ccc(NC(=S)N2c3ccccc3CC2C)cc1OC (stereo unspecified)	.	0	1	2	-4	0	5
CO[C@H]1CN(C)C(=O)c2cc(NC(=O)c3cccc(F)c3)ccc2OC[C@@H](C)NC[C@@H]1C	3	.	8	-7	?	.	-17
COc1ccc(C2=NS(=O)(=O)N(C)C(C(=O)NCc3ccccn3)=C2)cc1OC	5	18	-13	-11	-2	-5	.
N#C[C@@H]1[C@@H](c2ccc(C3=CCCCC3)cc2)[C@H](CO)N1C(=O)c1ccccn1	1	18	-76	7	3	1	13
Oc1ccc(Cl)cc1C=NCCc1ccccc1	.	-4	-6	.	2	-1	-1
COc1ccc2c3c([nH]c2c1)[C@@H](CO)N(C(=O)CN1CCOCC1)CC31CCN(C(=O)NC(C)C)CC1	7	.	1	-8	-1	1	.
O=[N+]([O-])c1ccccc1CS(=O)(=O)c1ccccc1	-1	-23	2	-21	-2	-1	0
CC(C)NC(=O)N(C)C[C@@H]1Oc2ccc(NC(=O)C3CC3)cc2CC(=O)N([C@@H](C)CO)C[C@H]1C	0	-16	-39	-9	-2	-2	-8
CCOC(=O)c1c(-c2ccccc2)oc2ccc(OC(C)C(=O)O)cc12 (stereo unspecified)	-33	-8	0	6	-1	0	-3
C[C@H]1CCCCO[C@@H](CN(C)C)[C@@H](C)CN([C@@H](C)CO)C(=O)c2cc(NS(=O)(=O)c3cn(C)cn3)ccc2O1	1	-7	-8	.	0	0	3
COc1cc(C)c(NC(=S)Nc2cccc(Cl)c2C)cc1OC	10	18	.	0	6	0	-5
CCOc1ccc(OCc2cccc(C(=O)N(CC)CC)c2)cc1	-4	18	-2	68*	-4	0	.
COc1ccc(CNC(=O)CN(Cc2ccc(C)cc2)C(=O)c2csnn2)cc1	-2	-6	-5	4	?	-4	-9
Cc1ccc(C(=O)Nc2nc(=O)[nH]s2)cc1	0&0	-4&-23	.	-3&-1	2&-6	0&-5	-10&-16
COc1ccccc1NC(=O)N[C@H]1CC[C@@H](CCn2cc(C3(O)CCCC3)nn2)O[C@@H]1CO	-1	0	25	3	?	1	0
CSCC[C@H](NC(=O)Nc1ccc(OC(F)(F)F)cc1)C(=O)O	-1	-4	12	-2	-6	1	-3
CCOC(=O)C(=C1Nc2ccccc2N1)n1c(-c2ccco2)nc2ccccc21	2	-7	-10	-7	-22	26	.
Cc1cccn2cc(CCNC(=O)Cc3cccs3)nc12	-5	-16	12	-2	6	-1	-11
CO[C@H]1CN(C)C(=O)c2cc(NC(=O)NC3CCCC3)ccc2OC[C@H](C)N(CC2CC2)C[C@@H]1C	7	-46	21	.	-2	1	.
C[C@H](CO)N1C[C@H](C)[C@H](CN(C)Cc2ccncc2)Oc2ncc(C#Cc3ccccn3)cc2C1=O	0	.	-10	-2	-2	0	-1
CC1(C(=O)NC2CCN(Cc3ccccc3)CC2)CCN1CCc1ccccc1 (stereo unspecified)	-4	6	-4	0	0	-10	.
CC(=O)N1CCN(CC(=O)Nc2c(Cl)cc(Cl)cc2Cl)CC1	-1	.	-10	-6	-2	.	3
CC1(C)CC(NC(=O)c2cc([N+](=O)[O-])cc([N+](=O)[O-])c2)CC(C)(C)N1	-4	-10	-1	1	5	1	-2
CC=Cc1ccc2n(c1=O)C[C@@H]1[C@@H](CO)[C@H](C(=O)OC)N(CCc3ccccc3)[C@H]21 (mixture of isomers)	3	-15	1	3	-3	1	4
CC(=O)c1ccc(N2CCN(C(=O)c3cccs3)C(C)C2)c(F)c1 (stereo unspecified)	.	11	0	4	8	-1	-5
Cc1ccc(S(=O)(=O)NC(C)C(=O)NC2CC2)cc1 (stereo unspecified)	-3	-11	-3	-6	10	-5	-1
C[C@@H]1CN([C@@H](C)CO)C(=O)c2ccccc2-c2ccccc2CO[C@H]1CN(C)C(=O)C1CC1	-2	-25	9	33	-5	1	0
C[C@H](CO)N1C[C@H](C)[C@@H](CN(C)C(=O)Nc2cccc(C(F)(F)F)c2)OCc2cnnn2CCCC1=O	-3	1	3	3	-3	-4	-2
CC1CCCC(C)N1NC(=O)c1cccc(S(=O)(=O)N2CCc3ccccc32)c1 (stereo unspecified)	-2	30	-2	-5	1	-4	3
O=C(c1ccccc1NS(=O)(=O)c1cccc([N+](=O)[O-])c1)N1CCCC1	-2	19	8	.	3	-5	-5
Additional compounds follow.
SMILES	SIRT5 inh	PAX8 reporter	LGR2 inh	EWS-Fli block	DENV2 CPE	Casp6 inh	ARNT TACC3 PPI
COCC(=O)N(C)C[C@@H]1Oc2ncc(C#C[C@@H](C)O)cc2C(=O)N([C@H](C)CO)C[C@H]1C	8	.	-8	-3	6	4	-8
CC(=O)N1CCc2c(sc(NC(=O)Cc3ccc(F)cc3)c2C#N)C1	-10	-14	23	3	-5	-1	5
C[C@H](CO)N1C[C@H](C)[C@H](CN(C)C(=O)CC2CC2)Oc2cc(C3=CCCCC3)ccc2S1(=O)=O	11	.	-11	3	-8	-1	9
N#Cc1ccc(NC(=O)COc2ccc(-n3cnnn3)cc2)cc1	-2	.	-5	-1	1	1	25
COc1cccc(-n2c(-c3ccc4[nH]c(C)c(C)c4c3)n[nH]c2=S)c1	1	13	17	26	3	4	1
CCOC(=O)/C=c1/s/c(=C/c2ccc3cc(OC)ccc3c2)c(=O)n1CC(=O)NCC1CCCO1 (stereo unspecified)	.	28	.	19	4	8	10
Cc1ccccc1S(=O)(=O)N1CCCCN2[C@H](CO)[C@H](c3ccc(-c4cncnc4)cc3)[C@@H]2C1	-4	-16	10	.	36*	2	-5
COC(=O)c1cccc(NC(N)=S)c1	-4	-2	.	-7	-4	-1	-6
CCSc1ccccc1C(=O)Nc1ccc2c(c1)OCO2	1	-60	-18	-36	.	1	-2
CNc1nc(-c2ccc(OC)cc2)c(-c2ccc(OC)cc2)s1	-1	-8	-21	8	13	0	11
O=C1CSC(c2ccccn2)N1c1ccc(Br)cc1 (stereo unspecified)	2	14	-5	-4	1	0	-3
COc1ccc(C(=O)N2CCOCC2c2cc(C(=O)NCc3ccccc3)no2)cc1 (stereo unspecified)	-3	-27	8	-5	3	0	.
CC(C)c1ccc(NC(=O)COc2ccccn2)cc1	-5	-96	-23	-58	14	-3	0
COc1ccccc1C#Cc1cnc2c(c1)C(=O)N([C@@H](C)CO)C[C@@H](C)[C@H](CN(C)C(=O)c1ccc3c(c1)OCO3)O2	12	11	-10	-4	5	.	3
C[C@H]1COc2cc(N3CCOCC3)ccc2S(=O)(=O)N1	-6	-5	4	-4	3	3	.
COc1ccc2noc3c2c1C(=O)c1ccccc1-3	1	25	-16	-19	0	46*	22
Cc1ccc(NC(=O)Cc2n[nH]c(=S)n2C)cc1	-1	-10	-14	0	1	0	-3
COc1ccc(C(=O)/C=C/c2ccccc2OC)c(OC(=O)c2ccc([N+](=O)[O-])cc2)c1	-2	-37	-25	.	.	-2	.
